RGS4-Gao reg – human RGS4-Galphao interaction regulation; P09471; Multiplexed bead flow cytometry, RGS4-Galphao binding; actives lie on both sides; 220,000 tested, 0.33% active; binding response (% of control), % at 10 µM; in the data active means binding response below about 49% or above about 150%; inactive means in between;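 further: fluorescent Galphao activated with aluminum fluoride binding bead-coupled RGS4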
Target sequence (P09471 whole entry, looked up): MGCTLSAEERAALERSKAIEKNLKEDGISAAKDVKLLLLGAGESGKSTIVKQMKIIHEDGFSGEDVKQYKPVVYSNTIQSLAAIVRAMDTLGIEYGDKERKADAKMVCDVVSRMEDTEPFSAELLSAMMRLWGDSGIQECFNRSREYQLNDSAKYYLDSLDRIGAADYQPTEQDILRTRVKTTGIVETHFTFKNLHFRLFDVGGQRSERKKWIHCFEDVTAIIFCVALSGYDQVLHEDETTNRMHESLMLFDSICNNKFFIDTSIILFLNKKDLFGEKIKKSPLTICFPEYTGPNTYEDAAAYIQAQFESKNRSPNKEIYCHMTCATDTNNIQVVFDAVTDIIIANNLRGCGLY
Mcl1-Noxa inh – disrupts binding of human Mcl-1 to Noxa peptide; Q07820; TR-FRET Mcl-1/Noxa peptide binding, 2 h; inhibition, % at 21.7 µM; 220,000 tested, 1.5% active; AID 1022;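 active means compounds that cut the protein-peptide binding signal by more than 50% relative to plate controls in a single-dose test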;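 further: His-tagged Mcl-1 with rhodamine Noxa BH3 peptide and terbium anti-His antibody; 0% = Mcl-1 plus Noxa peptide wells and 100% = peptide-only wells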
Target sequence (Q07820 whole entry, looked up): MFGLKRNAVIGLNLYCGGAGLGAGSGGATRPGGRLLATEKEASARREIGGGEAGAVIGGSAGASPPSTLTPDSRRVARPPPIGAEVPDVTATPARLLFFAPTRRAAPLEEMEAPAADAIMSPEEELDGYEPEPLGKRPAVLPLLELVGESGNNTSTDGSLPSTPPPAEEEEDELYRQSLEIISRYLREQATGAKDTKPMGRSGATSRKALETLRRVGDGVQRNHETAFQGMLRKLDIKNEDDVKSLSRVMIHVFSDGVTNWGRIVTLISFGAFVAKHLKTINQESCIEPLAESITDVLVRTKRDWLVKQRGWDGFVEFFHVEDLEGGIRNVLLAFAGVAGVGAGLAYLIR
Mcl1-Bid inh – Mcl-1/Bid interaction inhibition. AID 1021. inhibition, % at 21.7 µM. Q07820. 220,000 tested, 0.97% active. TR-FRET Mcl-1/Bid-Dy647 peptide binding, 1536-well;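 active means compounds that cut the binding signal by more than half at the single screening dose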;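 further: His-tagged Mcl-1 with europium anti-His antibody binding Bid BH3 peptide; 0% = Mcl-1 plus peptide wells and 100% = peptide-only wells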
RGS7-Gao reg – modulates binding of RGS7 to human Galphao | Multiplexed bead flow cytometry; actives lie on both sides | binding response (% of control), % at 10 µM | 220,000 tested, 0.35% active | AID 1439; in the data active means binding response below about 49% or above about 150%; inconclusive means no clear call, values can overlap the other calls; inactive means in between;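 further: fluorescent Galphao held in activated GDP-AlF4 state binding bead-coupled RGS7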
Pf gametocyte – kills late stage P. falciparum gametocytes; P. falciparum stage V gametocytes, ATP luminescence, 24 h; inhibition, % at 10.9 µM; 150,000 tested, 0.065% active; AID 743093;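 active means inhibition above the mean plus 3 SD of compounds within the control limits, set per campaign, cut at about 38% in these data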;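 further: 0% = DMSO wells and 100% = medium only without gametocytes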
Bim-Mcl-1 – disrupts Bim peptide binding to human Mcl-1; 190,000 tested, 0.1% active; AID 1009; Q07820; inhibition, % at 10 µM; Bead-based flow cytometry, Bim peptide-Mcl-1 binding; in the data active means inhibition above about 40%;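 further: 0% = no compound tracer wells and 100% = peptide blocker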
Avidin fluor – avidin bead compound fluorescence profile | Avidin beads, compound fluorescence 488/530 nm, flow cytometry; stronger effect = higher value | fluorescence (KMESF) at 10 µM | 220,000 tested, 0.38% active | AID 1775; in the data active means fluorescence above about 47; further: inactives centre near 10
RGS8-Gao – regulators of human RGS8-Galphao interaction | P09471 | multiplexed bead flow cytometry, RGS8-Galphao binding; actives lie on both sides | response (percent of control binding), % at 10 µM | 220,000 tested, 0.34% active | AID 1423; in the data active means response below about 60% or above about 140%; inactive means in between;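 further: Galphao activated as the GDP aluminium fluoride complex binding bead-coupled RGS8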
ABCB1 inh – blocks JC-1 efflux by human ABCB1 transporter | P08183 | CCRF-Adr cells, flow cytometry | inhibition, % at 6.6 µM | AID 1326 | 190,000 tested, 0.067% active; in the data active means inhibition above about 40%;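 further: 0% = vehicle and 100% = reference inhibitor; higher value means more JC-1 retained so stronger ABCB1 efflux block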
GSH fluor – GSH bead compound fluorescence profile | GSH beads flow cytometry, compound fluorescence 488/530 nm; stronger effect = higher value | fluorescence (KMESF) at 10 µM | 190,000 tested, 0.25% active; in the data active means fluorescence above about 89;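 further: glutathione beads carrying GST-tagged Bcl family fusion proteins plus one bare bead set; values are compound well signal with DMSO vehicle wells as background; inactives centre near 16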
ABCG2 block – blocks JC-1 efflux by human ABCG2 transporter. 190,000 tested, 0.1% active. inhibition, % at 6.6 µM. Q9UNQ0. IgMXP3 cells, flow cytometry;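 active means inhibition above 80%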;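 further: 0% = DMSO and 100% = nicardipine control wells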
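Test system: IgMXP3 (ABCG2) plus far-red-tagged CCRF-Adr (ABCB1) cells. Reagent: JC-1 dye as substrate. Timing: 10 min exposure at 25 °C with rotation, no wash. Measured by: flow cytometric JC-1 green MFI at 530 nm. Read-out: percent efflux inhibition, scaled nicardipine 100% to DMSO 0%. Control set: nicardipine and DMSO wells.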
Starred values were filed as active, the others as inactive; ? = inconclusive; / = no result given. Not a hit list. Share with any hit: about 3.3%.

SMILES | RGS4-Gao reg | Mcl1-Noxa inh | Mcl1-Bid inh | RGS7-Gao reg | Pf gametocyte | Bim-Mcl-1 | Avidin fluor | RGS8-Gao | ABCB1 inh | GSH fluor | ABCG2 block
O=C(Nc1ccccc1)N1CCC(n2c(=O)[nH]c3ccccc32)CC1 | 103.3 | -1.8 | -5.9 | 104.3 | / | -4.0 | 6 | 110.7 | -1.9 | 20 | -1.6
COc1ccc(N2C(=O)C3ON(C4SC(=S)N(C)C4(C)C)C(c4ccc([N+](=O)[O-])cc4)C3C2=O)cc1 (centres undefined) | 108.8 | -0.4 | -2.4 | 99.3 | 10.5 | -5.0 | 7 | 104.1 | -0.2 | 32 | -1.2
Nc1nc(CN2CCC(Cc3ccccc3)CC2)nc(Nc2ccccc2)n1 | 101.2 | 13.4 | 7.0 | 101.5 | -11.3 | -1.0 | 9 | 100.7 | 0.5 | 33 | 0.8
Cc1cc(C)nc(NCC(O)CNc2ccccc2C)n1 (centres undefined) | 90.7 | -6.1 | -14.1 | 90.8 | / | -3.0 | 13 | 94.5 | 0.3 | 36 | 7.3
Cc1csc(SCC(=O)N2CCN(S(=O)(=O)c3ccc(Cl)cc3)CC2)n1 | 97.8 | 4.4 | -9.2 | 99.3 | 3.7 | -1.0 | 12 | 100.5 | 1.1 | 15 | 1.1
Cc1cccc(OCCNc2cc(N3CCN(C)CC3)ccc2[N+](=O)[O-])c1 | 101.2 | 15.5 | -18.2 | 97.4 | 13.2 | -8.0 | 10 | 99.9 | 5.1 | 13 | 46.6
CCOC(=O)c1c(CSc2cccs2)n(C)c2cc(Br)c(O)c(CN(C)C)c12 | 98.7 | 42.4 | -43.3 | 101.2 | -3.3 | 1.0 | 20 | 101.6 | 0.6 | 11 | 0.5
CCCc1nn(C)c(C(=O)Nc2cccc(C)c2)c1Cl | 102.4 | -10.3 | 1.1 | 100.2 | -19.3 | -5.0 | 4 | 100.2 | 0.0 | 9 | 7.5
CC(C)C(=O)c1cc2c(cc1NC(=O)c1cccs1)OCCO2 | 103.0 | 1.7 | 3.8 | 101.6 | / | -3.0 | 33 | 104.8 | 1.9 | 15 | 11.0
O=Nc1c(O)n(Cc2cccc(C(F)(F)F)c2)c2ccccc12 | 102.2 | 7.0 | -7.8 | 105.2 | -3.2 | -1.0 | 12 | 101.9 | -0.1 | 15 | 5.2
CSc1nnc(Nc2ccccc2C)s1 | 103.5 | 0.2 | -10.2 | 99.3 | / | -4.0 | 8 | 98.5 | 0.4 | 68 | 0.9
NS(=O)(=O)c1ccc(NC(=O)CSc2ccccc2)cc1 | 91.5 | -4.6 | -13.9 | 91.0 | / | -3.0 | 10 | 92.7 | -0.2 | 14 | -1.1
O=C(Nc1ccncc1)C1CCCN(S(=O)(=O)c2cccc3cccnc23)C1 (centres undefined) | 99.8 | 6.8 | -10.4 | 100.9 | / | -2.0 | 11 | 100.6 | 0.5 | 22 | 1.0
Cc1ccccc1NC(C)C(=O)N/N=C/c1c[nH]c2ccccc12 (centres undefined) | 103.5 | 8.8 | -32.5 | 103.6 | 1.4 | -1.0 | 12 | 99.1 | -1.5 | 13 | 8.0
CCSc1nc2ccccc2c(=O)n1OCC(=O)OC | 90.6 | 22.1 | 15.7 | 89.8 | -18.0 | 0.0 | 5 | 84.6 | 0.6 | 17 | 5.0
Cc1ccc2c(c1C)NC(=O)C21N2CCCC2C(C(=O)c2ccc3ccccc3c2)C12C(=O)Nc1ccccc12 (centres undefined) | 98.5 | 25.4 | -38.2 | ? | 9.4 | / | / | 99.9 | / | / | /
Cc1ccc2c(c1)CCCN2C(=O)c1ccco1 | 100.7 | 4.2 | 1.5 | 97.3 | / | -5.0 | 11 | 100.9 | 1.0 | 16 | 2.9
Cc1ccc2cc(CCNC(=O)C(C)C)c(=O)[nH]c2c1 | 100.0 | 8.9 | 6.5 | 100.1 | / | 0.0 | 7 | 101.4 | 0.4 | 26 | 2.6
Cc1cc(C)nc(N(C#N)Cc2ccccc2Cl)n1 | 95.8 | 15.4 | -4.5 | 95.8 | / | -3.0 | 7 | 99.9 | 0.6 | 20 | 8.3
COc1cc2c(cc1NC(=O)c1cccc([N+](=O)[O-])c1)oc1ccccc12 | 102.4 | 30.9 | -24.6 | 107.1 | 13.0 | 0.0 | 8 | 100.8 | -0.3 | 15 | -1.0

Reprinted from the part before: 3 compounds; new compounds follow.
SMILES | RGS4-Gao reg | Mcl1-Noxa inh | Mcl1-Bid inh | RGS7-Gao reg | Pf gametocyte | Bim-Mcl-1 | Avidin fluor | RGS8-Gao | ABCB1 inh | GSH fluor | ABCG2 block
Cc1ccc2cc(CCNC(=O)C(C)C)c(=O)[nH]c2c1 | 100.0 | 8.9 | 6.5 | 100.1 | / | 0.0 | 7 | 101.4 | 0.4 | 26 | 2.6
Cc1cc(C)nc(N(C#N)Cc2ccccc2Cl)n1 | 95.8 | 15.4 | -4.5 | 95.8 | / | -3.0 | 7 | 99.9 | 0.6 | 20 | 8.3
COc1cc2c(cc1NC(=O)c1cccc([N+](=O)[O-])c1)oc1ccccc12 | 102.4 | 30.9 | -24.6 | 107.1 | 13.0 | 0.0 | 8 | 100.8 | -0.3 | 15 | -1.0
CC(=O)c1ccc(N2CCN(c3ccc(C(F)(F)F)cn3)CC2)cc1 | 100.6 | -2.7 | 7.8 | 101.9 | 4.6 | -6.0 | 12 | 101.5 | 0.3 | 12 | 7.5
O=C(CNC(=O)c1ccco1)Nc1cc(Cl)ccc1N1CCOCC1 | 100.0 | 11.6 | -29.3 | 97.5 | 24.2 | -3.0 | 11 | 101.5 | 1.3 | 25 | 4.2
CC(Oc1ccc(Br)cc1)C(=O)N1CCc2ccccc21 (centres undefined) | 107.2 | -1.5 | -3.4 | 104.6 | / | -3.0 | 34 | 104.1 | 0.4 | 24 | 33.7
Cc1ccc(NC(=O)c2noc3c2CCCCC3)cc1C | 102.1 | 16.1 | -16.1 | 98.6 | -0.1 | 13.0 | 17 | 102.3 | 0.3 | 35 | 10.9
O=C1c2ccncc2C(=O)N1C1CCCCC1 | 101.3 | 14.8 | -10.5 | 98.5 | -1.7 | -2.0 | 7 | 100.3 | 0.6 | 46 | 4.4
COc1cccc(S(=O)(=O)Nc2cccc(C(=O)N3CCCCCC3)c2)c1 | 97.9 | -2.1 | -9.5 | 98.8 | 16.1 | -8.0 | 3 | 98.8 | 0.4 | 10 | 0.8
O=C(O)c1cccc(N/N=C/c2cn(-c3ccccc3)nc2-c2cccs2)c1 | 99.3 | 14.9 | -44.7 | ? | / | -3.0 | 10 | 99.8 | -0.8 | 16 | -5.2
O=C1/C(=C/c2cccs2)SC(=S)N1c1ccccc1 | 88.5 | 9.7 | -15.0 | 86.6 | / | -2.0 | 18 | 92.3 | 0.0 | 9 | -0.3
CCCCc1nc2ccccc2c(C(=O)O)c1C | 100.7 | 3.0 | 1.2 | 96.8 | -12.9 | -3.0 | 11 | 98.3 | 0.8 | 27 | 8.6
COc1ccc(C(CNC(=O)c2ccc(S(=O)(=O)N3CCCC3)cc2)N2CCOCC2)cc1 (centres undefined) | 85.4 | 28.3 | -55.2 | ? | 4.5 | / | 6 | 92.9 | / | / | /
CCc1cc2c(NCC3CCCO3)ncnc2s1 (centres undefined) | 98.9 | 19.6 | 33.4 | 98.2 | -8.6 | 1.0 | 6 | 100.5 | 0.8 | 26 | 5.0
CC(=O)c1ccc(S(=O)(=O)Nc2ccc(-c3ccc4nnc(C)n4n3)cc2)cc1 | 97.2 | 54.8* | -3.1 | ? | -5.3 | 2.0 | 8 | 100.8 | -0.1 | 7 | -0.5
O=C1C=C(Nc2ccc(Cl)cc2)CC(c2ccccc2)C1 (centres undefined) | 95.7 | 15.4 | -22.6 | 102.3 | / | -1.0 | 2 | 96.9 | 7.5 | 11 | 4.7
N#CCC(=O)Nc1ccc(C(=O)OCC(=O)Nc2ccccc2Sc2ccccc2)cc1 | 102.0 | 11.6 | -5.3 | 103.2 | 39.9* | 1.0 | 8 | 103.4 | -1.9 | 13 | 11.3
CCOC(=O)c1c(C)c(C(=O)NCCc2ccccc2)c(C)n1C | 103.3 | -3.5 | -24.5 | 100.3 | / | -1.0 | 18 | 108.0 | 0.0 | 9 | 0.6
CCC(=O)NNc1nc2c(Cl)cccc2s1 | 92.5 | -8.3 | -24.8 | 90.3 | 14.2 | -5.0 | 9 | 94.4 | -1.7 | 8 | 4.7
CC(C)(C)OC(=O)N1CCC(c2cc(=O)n3[nH]c(-c4ccc(Cl)cc4)cc3n2)CC1 | 32.5* | -4.1 | -10.8 | 44.4* | / | -1.0 | 0 | 47.2* | -0.1 | 23 | -0.4
CN(C)CCCOC(=O)COc1ccc(Br)cc1 | 99.9 | 18.3 | 12.7 | ? | 11.3 | / | 11 | 102.3 | / | / | /
CN(CCc1ccccn1)C(=O)CCC1CCCN(C(=O)c2n[nH]c3c2CCCC3)C1 (centres undefined) | 99.9 | 17.7 | -32.5 | 97.2 | 2.2 | -2.0 | 7 | 99.3 | -0.1 | 15 | 0.2
CCOc1cc(C)c(S(=O)(=O)NC2CC(C)(C)NC(C)(C)C2)cc1C | 100.6 | -4.5 | -25.8 | 98.2 | 17.8 | 2.0 | 7 | 99.7 | 1.0 | 21 | 3.3
COc1cccc(C(=O)C2CCCN(C(=O)c3ccc(C#CC(C)(C)O)cc3)C2)c1 (centres undefined) | 98.0 | -0.8 | -28.7 | 104.0 | -2.8 | -3.0 | 13 | 99.3 | 0.2 | 13 | 0.1
CCO[C@H]1OC(C(=O)N2CCN(Cc3ccccc3)CC2)=C[C@@H](C2CCCCC2)[C@@H]1CCCO | 99.8 | -18.8 | -0.4 | 98.7 | -4.0 | 6.0 | 7 | 103.0 | 0.9 | 17 | 2.5
CC(C)(C)C1c2[nH]c3ccccc3c2CCN1Cc1cccc(OCCO)c1 (centres undefined) | 101.5 | 17.6 | -29.1 | 99.3 | 1.0 | 0.0 | 9 | 98.5 | -1.7 | 10 | -1.5
CCc1ccc(C(=O)Nc2cc(C)ccc2F)s1 | 100.6 | 0.3 | -31.2 | ? | / | 0.0 | 9 | 100.8 | 0.5 | 19 | 9.7
CN(C)CCNc1nc(S(=O)(=O)c2ccccc2)c(Cl)s1 | 100.5 | 2.2 | -19.4 | 105.3 | 2.0 | -3.0 | 10 | 100.3 | -2.1 | 17 | -4.3
Cc1ccccc1OCC(=O)Nc1cc(S(=O)(=O)N2CCCCC2)ccc1N1CCN(C)CC1 | 101.8 | 7.3 | -17.4 | 107.0 | -46.4 | 0.0 | 12 | 104.7 | 2.5 | 13 | 12.0
CCCc1cc(=O)oc2cc(C)cc(OCC(=O)O)c12 | 102.3 | 0.4 | 12.3 | 98.3 | -3.0 | -1.0 | 32 | 99.7 | 0.8 | 45 | 2.4
CCOC(=O)C(C)n1cnc2c(oc3ccccc32)c1=O (centres undefined) | 99.9 | 14.2 | -24.2 | 101.0 | / | -3.0 | 18 | 99.3 | -0.9 | 30 | 3.8
